Screening results: PubChem BioAssay, National Center for Advancing Translational Sciences (NCATS)
Nrf2 inh: Nrf2 qHTS screen for inhibitors | A549 ARE-Fluc reporter, luciferase luminescence, 18-24 h | Potency, µM (series often up to 46 µM), for inactives: top-dose activity change, negative = inhibition, actives largely listed as inhibitors | hit rate 2.1% among 360,000 | AID 504444, 2011; further: potency means the concentration at half of the fitted maximal effect; on the % scale 0 is the no-effect control and ±100 the full control effect; nearly all actives have a fitted effect of over 60% in size
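Two sequential reads on A549 ARE_Fluc cells exposed to compound for 18-24 h: a CellTiter-Fluor fluorescence read for viability, then a luciferase luminescence read for Nrf2/ARE activity.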
TGFb inhibitor: qHTS for Inhibitors of TGF-b | HepG2 CAGA-GFP TGF-b/SMAD3 reporter, GFP fluorescence, 18 h; TGF-beta stimulated, 500 pg/mL final | Potency, µM (titrated, usually from 46.1 µM), for the others: at the top dose activity, negative = inhibition, most hits filed as inhibitors | hit rate 1.2% among 410,000 | AID 588855, 2011; further: potency means the concentration at half of the fitted maximal effect; on the % scale 0 is the no-effect control and ±100 the full control effect; nearly all actives have a fitted effect of over 65% in size
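HEPG2 CAGA-GFP cells (1000/well, DMEM with 1% FBS) were pre-incubated 2 h at 37 degrees C, given compound by pin tool, then stimulated with TGF-beta at 500 pg/mL final for 18 h before per-cell GFP fluorescence imaging.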
HepG2 viability: qHTS for Inhibitors of TGF-b: Cytotox Counterscreen; Potency, µM (top dose mostly 46.1 µM), without a hit: at the highest dose activity change, negative = cytotoxicity, hits mostly cytotoxic; hit rate 0.76% among 410,000; HepG2 CAGA-GFP viability, ATP luminescence, 18 h; further: potency means the concentration at half of the fitted maximal effect; some results filed as inactive show a strong effect at the top dose
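HepG2 CAGA-GFP cells (1000/well, DMEM with 1% FBS) received compound, then TGF-beta at 500 pg/mL final, and were incubated 18 hours at 37 degrees C. Viability was read by CellTiter-Glo luminescence. Media-only wells were set as complete cell-killing and DMSO as no toxicity.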
A549 viability: Nrf2 qHTS screen for inhibitors: counterscreen for cytotoxicity | A549 ARE-Fluc cells, CellTiter-Fluor viability, 18-24 h | Potency, µM (highest dose often 46 µM), for inactives: top-dose activity change, negative = cytotoxicity, most hits filed as inhibitors | hit rate 0.16% among 390,000; further: potency means the concentration at half of the fitted maximal effect; on the % scale 0 is the no-effect control and ±100 the full control effect
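A549 ARE-Fluc cells in 5% FBS OPTI-MEM, 5000 cells/well, rested 2 h then exposed to compounds in concentration-response for 18-24 h at 37 °C. Viability by CellTiter-Fluor fluorescence (Ex 405/Em 525) after 30 min; luciferase luminescence (BugLite, 15 min, RT) read afterwards.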
Nrf2 ARE act: qHTS of Nrf2 Activators | AREc32 ARE-luciferase reporter (MCF7-derived line), luminescence, 24 h | Potency, µM (titrated, usually from 46.1 µM), inactives show top-dose activation, hits mostly activators | hit rate 0.31% among 410,000; further: potency means the concentration at half of the fitted maximal effect; % of control where 0% means no effect; nearly all actives have a fitted effect of over 65% in size
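Luciferase luminescence (Steady-Glo, 30 min at room temperature) served as the read-out of ARE activation in AREc32 cells treated with compounds for 24 hr at 37 deg C.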
MCF10A rerep: A quantitative high throughput screen for small molecules that induce DNA re-replication in MCF 10a normal breast cells | MCF 10A DNA re-replication, Hoechst nuclear intensity, 48 h | Potency, µM (highest dose often 46.1 µM), without a hit: at the top dose activity, positive = re-replication, hits mostly activators | hit rate 2.9% among 350,000 | AID 624296, 2012; further: potency means the concentration at half of the fitted maximal effect; % of control where 0% means no effect; nearly all actives have a fitted effect of over 50% in size
ATXN2 expr inh: Primary qHTS for Inhibitors of ATXN expression. hit rate 0.72% among 360,000. HEK-293 ATXN2-luciferase reporter, luminescence, 24 h. Potency, µM (top dose mostly 57 µM), for the others: top-dose activity change, negative = inhibition, actives largely listed as inhibitors. AID 1745845, 2022; further: potency means the concentration at half of the fitted maximal effect; on the % scale 0 is the no-effect control and ±100 the full control effect; nearly all actives have a fitted effect of over 55% in size
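ATXN2-luciferase reporter cells (luciferase flanked by upstream and downstream ATXN2 gene portions) were treated 24 h at 37 °C with compounds at up to 57 uM. SteadyGlo luminescence gave expression; GF-AFC fluorescence gave viability.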
IL-1B inflam inh: qHTS for Inhibitors of Inflammasome Signaling: IL-1-beta AlphaLISA Primary Screen. activity change, % at 57.5 µM. hit rate 4.7% among 360,000. THP-1 LPS/ATP IL-1B secretion, AlphaLISA, 16 h; hits give low values. AID 743279, 2014; in the data active means activity change below about -50%; inconclusive means mostly about -30% to -49%; further: on the % scale 0 is the no-effect control and ±100 the full control effect
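THP-1 cells pretreated 1 hr with compounds (up to 57.5 uM final), then stimulated with LPS (250 ng/mL final) plus ATP (1.25 mM final); secreted IL-1B measured by AlphaLISA after 16 hr, decreased signal indicating inhibition.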
S2 tox: Viability Counterscreen for Primary qHTS for Inhibitors of ATXN expression. S2 cells (HEK-293 line with an ATXN2-luciferase reporter) viability, CellTiter-Fluor protease fluorescence, 24 h. Potency, µM (top dose mostly 56.7 µM), actives largely listed as cytotoxic. hit rate 0.49% among 400,000; further: potency means the concentration at half of the fitted maximal effect; nearly all actives have a fitted effect of over 40% in size
Starred values were filed as active, the others as inactive; i = inactive; ? = inconclusive; · = no result given; [ ] = remark or other dose. Unless noted, the call rests on the fitted dose curve; in most records, active means well fitted curve in the direction sought with a large enough effect; inconclusive means small, poorly fitted or top-dose-only effect, or another doubt; inactive means no such curve, though single readings can be large; an effect the other way counts as inactive or inconclusive.

SMILES	Nrf2 inh	TGFb inhibitor	HepG2 viability	A549 viability	Nrf2 ARE act	MCF10A rerep	ATXN2 expr inh	IL-1B inflam inh	S2 tox
COCC(C)n1c(C)cc(C(=O)COC(=O)/C=C/c2cccc(F)c2)c1C (stereo unspecified)	-2.4%	-0.3%	0.2%	-10.8%	2.9%	-0.5%	-17.7%	-8.4	i
CCOc1ccc(CN2CCNC(=O)C2CC(=O)N(C)CC2CCOCC2)cc1 (stereo unspecified)	-3.3%	-12.7%	-2.5%	7.6%	0.3%	-1.6%	2.8%	3.1	i
CCn1nccc1C(=O)Nc1cccc(C)c1C	-18.5%	-4.1%	-10.8%	-1.0%	-0.4%	-1.1%	9.1%	-3.5	i
CCCCC[C@H](C)N1C[C@@H](COCc2ccccc2)Oc2cc(N3CCC[C@H]3C(N)=O)ccc2S1(=O)=O	·	·	·	·	1.2%	·	?	0.0	?
N#CC1=C(N)C(C#N)(C#N)C(c2ccncc2)C2CN(C(=O)OCc3ccccc3)CC=C12 (stereo unspecified)	23.1µM*	?	-44.7%	-16.0%	?	?	-9.9%	?	i
CC(=O)c1sc(N/N=C\c2ccccc2O)nc1C	?	15.2%	5.1%	2.4%	9.0%	16.4µM*	29.1%	-74.2*	i
COc1ccccc1C(=O)Nc1ccc(Cc2ccncc2)cc1	-21.9%	?	-17.2%	13.4%	5.4%	-36.6%[inhibitor]	1.9%	1.6	i
O=C(NNC1=C(C(=O)C(F)(F)F)CCC1)c1ccc(Br)cc1	?	15.8µM*	10µM*	-22.3%	3.5%	?	?	37.4	?
COc1ccc(Cl)cc1NC(=O)COC(=O)Cc1cccs1	-4.3%	17.9%	2.1%	-12.6%	19.4%	4.2%	-2.8%	17.9	i
COc1cccc(CNC(=O)CS(=O)(=O)Cc2nc(-c3ccc(C)cc3)oc2C)c1OC	-8.6%	-29.0%	-18.2%	9.6%	2.6%	13.0%	-18.5%	-14.7	i
CSCCC(=O)NC1CC(C)(C)Cc2c1cnn2-c1ccccc1C (stereo unspecified)	17.2%	-12.6%	4.1%	0.8%	0.0%	-1.6%[9.22 µM]	-35.9%	1.4	i
O=C(CCc1ccccc1)NNC(=O)Nc1cccc(Cl)c1	-13.6%	-1.2%	3.1%	-1.0%	-0.5%	0.7%	15.9%	27.9	i
C=CCN1C(=O)c2oc3ccccc3c(=O)c2C1c1ccc(O)c(OC)c1 (stereo unspecified)	1.8%	-3.6%	1.1%	-14.0%	3.1%	12.5%	-10.5%	-7.6	i
CCC(Sc1nc2ccccc2c(=O)n1CC1CCCO1)C(=O)NCc1cccnc1 (stereo unspecified)	22.0%	6.6%	-0.9%	-23.5%	3.3%	1.0%	·	12.2	·
CCCNc1c(NS(=O)(=O)c2ccc(C3CCCCC3)cc2)c(=O)oc2ccccc12	?	1.8%	-16.5%	?	-0.6%	11.6µM*	7.8%	?	i
COc1ccccc1C(=O)NCC(=O)NCCCN1CCOCC1	2.6%	0.5%	-1.5%	3.2%	0.4%	0.6%	8.7%	8.9	i
COCCN1CCN(C(=O)c2cc(COc3ccc(Cl)cc3OC)on2)CC1	?	-15.8%	-19.5%	3.5%	5.2%	1.3%	67.9%[activator]	-7.7	i
CNCc1cn2cc(Cl)ccc2n1	0.2%	4.2%	3.2%	-2.7%	-0.6%	3.0%	-22.0%	9.7	i
Cc1ccc(Cn2ccnc2SCC(=O)Nc2nc3ccccc3s2)cc1	·	11.2µM*	-33.0%	2.4%	2.6%	·	·	·	·
N#CCc1ccc(NC(=O)/C=C/c2ccc([N+](=O)[O-])o2)cc1	2.1%	7.08µM*	11.2µM*	?	?	16.4µM*	8.91µM*	-97.8*	12.6µM*
O=C(Nc1c2c(nn1-c1ccc(Cl)cc1)CS(=O)(=O)C2)C1CC1	10.8%	21.9%	11.6%	-2.1%	0.1%	-5.1%	4.1%	0.0	i
C=CCc1cc(C)ccc1OCCOCCN1CCN(C)CC1	6.4%	0.6%	-2.8%	0.0%	-0.8%	18.3%	·	9.1	i
CCOC(=O)C(=O)Cc1nc2ccccc2s1	9.0%	-5.2%	-6.1%	13.4%	-0.4%	-1.0%	·	16.0	i
O=c1cccc2c1c1cc[nH]c3ccc(=O)n2c31	?	?	-26.7%	-10.9%	-3.5%	?	3.2%	-71.8*	i
CCOC(=O)C1=C(CN2CCN(c3cccc(Cl)c3)CC2)NC(=O)NC1c1ccc(Cl)cc1 (stereo unspecified)	-11.6%	-0.5%	-7.9%	-0.8%	-0.3%	·	-7.7%	·	i

The final 3 records of the section before come first, to join the parts:
SMILES	Nrf2 inh	TGFb inhibitor	HepG2 viability	A549 viability	Nrf2 ARE act	MCF10A rerep	ATXN2 expr inh	IL-1B inflam inh	S2 tox
CCOC(=O)C(=O)Cc1nc2ccccc2s1	9.0%	-5.2%	-6.1%	13.4%	-0.4%	-1.0%	·	16.0	i
O=c1cccc2c1c1cc[nH]c3ccc(=O)n2c31	?	?	-26.7%	-10.9%	-3.5%	?	3.2%	-71.8*	i
CCOC(=O)C1=C(CN2CCN(c3cccc(Cl)c3)CC2)NC(=O)NC1c1ccc(Cl)cc1 (stereo unspecified)	-11.6%	-0.5%	-7.9%	-0.8%	-0.3%	·	-7.7%	·	i
COc1ccc(-c2c[n+]3c(n2-c2ccccc2)CCCCC3)cc1	?	?	-18.0%	-11.4%	-0.3%	-2.3%	-33.0%	?	i
Cc1ccc(C2=NCCNC2=O)c(C)c1	0.8%	8.6%	-6.4%	4.0%	-0.4%	-3.4%	-6.6%	-4.7	i
Cc1ccccc1C(=O)Nc1ccc2nc3n(c(=O)c2c1)CCCC3	-6.8%	-0.1%	-1.4%	0.3%	-0.8%	-3.6%	6.7%	?	i
Cc1ccccc1-n1c(=O)cc(N2CC(C)OC(C)C2)[nH]c1=O (stereo unspecified)	2.1%	-1.3%	-1.7%	12.7%	0.0%	-1.4%	-1.2%	4.2	i
Cc1ccc(Cl)cc1Nc1nn2c(=O)c3ccc(C(=O)NCc4ccc(F)cc4)cc3nc2s1	38.8%	-11.5%	-9.9%	-8.1%	0.3%	·	·	·	·
COc1ccc(CC(=O)Nc2ccc3c(c2)OC2(CCCC2)O3)c(OC)c1	·	2.8%	-16.8%	·	0.3%	·	·	-17.8	?
CCc1ccc(NC(=O)c2cc(C(C)=O)n3ccccc23)cc1	?	-2.4%	-46.4%	-4.0%	14.6%	·	·	·	·
COCCn1c(SCC(=O)Nc2sccc2C(N)=O)nc2cc(Cl)ccc2c1=O	·	-12.2%	-32.0%	?	3.4%	26.1%	-21.9%	-54.1*	?
CCOc1ccc(OCc2ccc(C(=O)N(C)c3ccccc3)o2)cc1	-2.9%	5.8%	-1.3%	0.8%	-0.4%	16.5%	2.7%	-7.3	i
CN(CCc1ccccc1)C(=O)c1ccc(NC(=O)Cc2cccc(NC(=O)C3CCN(C(=O)C4CCCCC4)CC3)c2)cc1	-8.0%	?	5.0%	-3.3%	5.5%	?	4.4%	20.5	i
COc1cccc(C2(C)NC(=O)N(CC(=O)c3cc(C)n(C4CC4)c3C)C2=O)c1 (stereo unspecified)	6.3%	-19.8%	1.3%	-14.8%	0.6%	-1.3%	-13.9%	-0.3	i
Nc1ccn([C@@H]2O[C@H](CNCc3ccc(C#CCCO)cc3)[C@@H](O)[C@H]2O)c(=O)n1	·	-6.0%	-27.4%	·	-0.4%	·	-0.7%	18.6	i
O=C(NCCO)c1ccc(-c2nnc(N3CCOCC3)c3ccccc23)cc1	-12.4%	-1.7%	-5.1%	0.9%	-0.3%	4.9%	-4.5%	11.3	i
COc1cccc(C(=O)NCCNC(=O)c2ccco2)c1	?	-10.6%	-8.1%	11.7%	4.4%	23.6%	5.3%	5.2	i
COc1ccc2ccc(OC)c(/C=N/n3cnnc3)c2c1	7.3%	?	-25.2%	5.3%	5.4%	12.1%	·	-12.5	i
COc1ccccc1-c1coc2c(CN3CCCC(C)C3)c(O)ccc2c1=O (stereo unspecified)	3.0%	-0.6%	-7.1%	0.8%	-0.6%	-8.1%	·	-15.9	i
C#CCn1ccc(O)c(Cc2c(F)cccc2Cl)c1=O	25.0%	14.1%	-3.4%	-0.4%	-0.2%	-5.3%	17.7%	9.5	i
CCN(CC)C(=O)[C@H]1CC(CC(=O)NCCCn2ccnc2)C(=O)N2CCc3c([nH]c4ccccc34)[C@]12C (stereo partly specified)	-3.8%	39.0%[activator]	17.0%	-2.4%	-0.3%	48.5%	4.9%	7.5	i
CC(C)(C)NC(=O)NC(=O)Cn1cc(C(F)(F)F)ccc1=O	7.4%	0.0%	-15.7%	0.0%	-0.9%	10.3%	-4.4%	-1.1	i
CCN(CC)Cc1c(O)ccc2c(=O)c(Oc3ccccc3OC)coc12	-7.2%	-24.2%	0.8%	0.7%	0.1%	-2.7%	-4.0%	1.2	i

Arranged by molecular weight (smallest number first): three of the compounds above.
SMILES	Nrf2 inh	TGFb inhibitor	HepG2 viability	A549 viability	Nrf2 ARE act	MCF10A rerep	ATXN2 expr inh	IL-1B inflam inh	S2 tox
COc1ccccc1-c1coc2c(CN3CCCC(C)C3)c(O)ccc2c1=O (stereo unspecified)	3.0%	-0.6%	-7.1%	0.8%	-0.6%	-8.1%	·	-15.9	i
COc1cccc(C2(C)NC(=O)N(CC(=O)c3cc(C)n(C4CC4)c3C)C2=O)c1 (stereo unspecified)	6.3%	-19.8%	1.3%	-14.8%	0.6%	-1.3%	-13.9%	-0.3	i
Nc1ccn([C@@H]2O[C@H](CNCc3ccc(C#CCCO)cc3)[C@@H](O)[C@H]2O)c(=O)n1	·	-6.0%	-27.4%	·	-0.4%	·	-0.7%	18.6	i
